NSD2 block: inhibitors of human NSD2, primary screen, biochemical, plate reader, single point. AID 624260, 2012. NSD2-SET H3K36me1 DELFIA fluorescence. inhibition, % at 12.5 µM. 44,000 compounds, 0.07% hits; in the data active means inhibition above about 54%, passing the limit was not always enough;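 further: inhibitors reduce the monomethyl H3K36 fluorescence signal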
Target sequence (O96028 whole entry, looked up): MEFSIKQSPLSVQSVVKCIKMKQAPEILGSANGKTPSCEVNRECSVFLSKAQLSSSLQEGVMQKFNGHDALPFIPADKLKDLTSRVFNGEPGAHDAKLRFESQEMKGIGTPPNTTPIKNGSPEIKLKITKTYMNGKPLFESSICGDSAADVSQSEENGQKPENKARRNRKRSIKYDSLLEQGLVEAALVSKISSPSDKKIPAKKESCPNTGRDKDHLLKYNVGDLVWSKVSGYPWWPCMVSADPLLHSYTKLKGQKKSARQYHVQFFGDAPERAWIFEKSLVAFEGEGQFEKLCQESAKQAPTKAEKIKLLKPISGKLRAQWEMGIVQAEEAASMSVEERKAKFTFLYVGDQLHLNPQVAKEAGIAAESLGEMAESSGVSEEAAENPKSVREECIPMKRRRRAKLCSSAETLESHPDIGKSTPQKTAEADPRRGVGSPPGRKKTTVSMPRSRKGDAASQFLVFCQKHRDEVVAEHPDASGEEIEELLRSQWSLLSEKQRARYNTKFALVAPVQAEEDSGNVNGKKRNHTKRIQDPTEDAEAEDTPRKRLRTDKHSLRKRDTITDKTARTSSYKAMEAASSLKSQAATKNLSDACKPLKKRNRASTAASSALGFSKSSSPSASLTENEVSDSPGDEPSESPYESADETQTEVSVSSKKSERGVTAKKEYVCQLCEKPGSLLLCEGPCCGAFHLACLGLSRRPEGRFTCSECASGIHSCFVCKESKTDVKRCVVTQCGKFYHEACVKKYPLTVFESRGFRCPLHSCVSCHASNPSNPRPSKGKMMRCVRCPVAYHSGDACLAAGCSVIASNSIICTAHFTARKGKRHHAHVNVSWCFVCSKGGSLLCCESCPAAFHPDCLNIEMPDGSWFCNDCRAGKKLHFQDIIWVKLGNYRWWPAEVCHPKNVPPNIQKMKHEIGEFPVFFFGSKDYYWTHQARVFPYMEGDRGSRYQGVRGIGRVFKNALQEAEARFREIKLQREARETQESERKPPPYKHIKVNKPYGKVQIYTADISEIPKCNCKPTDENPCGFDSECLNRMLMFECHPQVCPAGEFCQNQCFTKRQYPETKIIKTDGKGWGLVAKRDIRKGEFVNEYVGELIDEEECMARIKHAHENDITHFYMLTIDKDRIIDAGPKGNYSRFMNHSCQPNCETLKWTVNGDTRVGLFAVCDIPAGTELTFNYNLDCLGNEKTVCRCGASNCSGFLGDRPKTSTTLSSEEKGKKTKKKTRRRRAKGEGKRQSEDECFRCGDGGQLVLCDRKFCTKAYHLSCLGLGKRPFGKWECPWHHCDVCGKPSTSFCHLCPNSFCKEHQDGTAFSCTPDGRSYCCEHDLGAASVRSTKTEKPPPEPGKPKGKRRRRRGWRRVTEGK
Active calls of the source: *; i = inactive. The list is partial. The share of hits here may be higher or lower than overall.

Start of the data: the first 3 entries as a preview:
NSD2 block | SMILES
-2 | C[C@@H]1CN([C@H](C)CO)C(=O)c2cc(C#Cc3ccccn3)cnc2O[C@H]1CN(C)Cc1cccnc1
-9 | Cc1ccc(Oc2ncccc2NS(=O)(=O)c2ccc(-c3ccccn3)s2)c2c1CCC2
-1 | Cc1ccc(S(=O)(=O)Nc2ccc3c(c2)CC(=O)N([C@H](C)CO)C[C@H](C)[C@@H](CN(C)S(=O)(=O)c2c(C)noc2C)O3)cc1

Results (from the top)
NSD2 block | SMILES
-2 | C[C@@H]1CN([C@H](C)CO)C(=O)c2cc(C#Cc3ccccn3)cnc2O[C@H]1CN(C)Cc1cccnc1
-9 | Cc1ccc(Oc2ncccc2NS(=O)(=O)c2ccc(-c3ccccn3)s2)c2c1CCC2
-1 | Cc1ccc(S(=O)(=O)Nc2ccc3c(c2)CC(=O)N([C@H](C)CO)C[C@H](C)[C@@H](CN(C)S(=O)(=O)c2c(C)noc2C)O3)cc1
5 | COc1ccc(NC(=O)Nc2ccc3c(c2)C(=O)N([C@H](C)CO)C[C@@H](C)[C@H](CN(C)C(=O)Nc2ccc(OC)cc2)O3)cc1
-18 | CC(C)CC#Cc1ccc2c(c1)O[C@@H](CN(C)C(=O)C1CCCCC1)[C@H](C)CN([C@H](C)CO)S2(=O)=O
-1 | CN(CCO)c1ccc(/C=N/NC(=O)CCCCCCC(=O)NO)cc1
-4 | Cc1noc(C)c1S(=O)(=O)N(C)C[C@@H]1Oc2ccc(NC(=O)Nc3ccc(C(F)(F)F)cc3)cc2CC(=O)N([C@@H](C)CO)C[C@H]1C
i | C[C@H]1CN([C@@H](C)CO)C(=O)c2cccc(NC(=O)c3ccc(-c4nccs4)cc3)c2O[C@H]1CN(C)S(=O)(=O)c1cccs1
-3 | C/C=C/c1ccc2c(c1)O[C@H](CN(C)C(=O)Nc1ccc(F)cc1)[C@H](C)CN([C@H](C)CO)S2(=O)=O
3 | O=C(N/N=C/c1cccc(O)c1)c1ccccn1
8 | Cc1noc(C)c1NC(=O)N(C)C[C@@H]1OCCCC[C@H](C)Oc2ccc(NC(=O)NC(C)C)cc2C(=O)N([C@H](C)CO)C[C@@H]1C
5 | Cc1noc(C)c1NC(=O)N(C)C[C@@H]1Oc2ccc(NC(=O)Cn3cnnn3)cc2CC(=O)N([C@@H](C)CO)C[C@@H]1C

The listing continues:
NSD2 block | SMILES
4 | C[C@H](CO)N1C[C@H](C)[C@@H](CN(C)S(=O)(=O)c2cn(C)cn2)OCCCC[C@H](C)Oc2ccc(NS(C)(=O)=O)cc2C1=O
2 | C[C@H]1CN([C@@H](C)CO)C(=O)c2cc(C#Cc3ccc(F)cc3)cnc2O[C@@H]1CN(C)S(C)(=O)=O
-6 | O=C(Cc1ccccc1)N[C@H]1C=C[C@H](CC(=O)N2CCOCC2)O[C@@H]1CO
3 | C[C@@H]1CN([C@@H](C)CO)C(=O)Cc2cc(NC(=O)c3ccncc3)ccc2O[C@@H]1CN(C)S(C)(=O)=O
-5 | C[C@H](CO)N1C[C@H](C)[C@H](CN(C)S(=O)(=O)c2ccc(F)cc2)OCc2ccccc2-c2c(n(C)c3ccccc23)C1=O
13 | C[C@@H]1CN([C@H](C)CO)C(=O)c2cc(Br)cnc2O[C@@H]1CN(C)CC1CC1
-1 | C[C@@H]1CN([C@@H](C)CO)C(=O)c2ccccc2-c2ccccc2CO[C@@H]1CN(C)S(=O)(=O)Cc1ccccc1
23 | C[C@H](CO)N1C[C@H](C)[C@@H](CN(C)C(=O)Nc2ccc(F)cc2)OCCCC[C@H](C)Oc2ccc(NS(=O)(=O)c3cccs3)cc2C1=O
0 | C[C@H](CO)N1C[C@H](C)[C@@H](CN(C)C(=O)Nc2cccc3ccccc23)Oc2c(NC(=O)c3ccc(-c4nccs4)cc3)cccc2C1=O
-2 | O=C(C[C@H]1C[C@@H]2c3cc(NC(=O)Nc4ccc(F)cc4)ccc3O[C@@H]2[C@@H](CO)O1)NC1CCCCC1
20 | CC(C)CC#Cc1cnc2c(c1)C(=O)N([C@@H](C)CO)C[C@H](C)[C@@H](CN(C)Cc1ccccn1)O2
9 | C[C@H]1CN([C@@H](C)CO)S(=O)(=O)c2ccc(C#CC3(O)CCCC3)cc2O[C@H]1CN(C)C(=O)c1ccccc1

The last six compounds of the section before are carried over, then new ones follow.
NSD2 block | SMILES
-1 | C[C@@H]1CN([C@@H](C)CO)C(=O)c2ccccc2-c2ccccc2CO[C@@H]1CN(C)S(=O)(=O)Cc1ccccc1
23 | C[C@H](CO)N1C[C@H](C)[C@@H](CN(C)C(=O)Nc2ccc(F)cc2)OCCCC[C@H](C)Oc2ccc(NS(=O)(=O)c3cccs3)cc2C1=O
0 | C[C@H](CO)N1C[C@H](C)[C@@H](CN(C)C(=O)Nc2cccc3ccccc23)Oc2c(NC(=O)c3ccc(-c4nccs4)cc3)cccc2C1=O
-2 | O=C(C[C@H]1C[C@@H]2c3cc(NC(=O)Nc4ccc(F)cc4)ccc3O[C@@H]2[C@@H](CO)O1)NC1CCCCC1
20 | CC(C)CC#Cc1cnc2c(c1)C(=O)N([C@@H](C)CO)C[C@H](C)[C@@H](CN(C)Cc1ccccn1)O2
9 | C[C@H]1CN([C@@H](C)CO)S(=O)(=O)c2ccc(C#CC3(O)CCCC3)cc2O[C@H]1CN(C)C(=O)c1ccccc1
5 | CC1CN(CCCn2c3ccccc3c3ccccc32)CC(C)N1 (stereo not drawn)
-2 | C[C@@H]1CN([C@H](C)CO)C(=O)c2cccc(NS(=O)(=O)c3ccc(F)cc3)c2O[C@H]1CN(C)Cc1ccc(C(=O)Nc2ccccc2N)cc1
-7 | C[C@@H]1CCCCO[C@H](CN(C)C(=O)Nc2ccc(C(F)(F)F)cc2)[C@@H](C)CN([C@H](C)CO)C(=O)c2cc(NC(=O)Nc3ccccc3)ccc2O1
0 | C[C@H]1CN([C@@H](C)CO)S(=O)(=O)c2ccc(C#CCC3CCCC3)cc2O[C@@H]1CN(C)C(=O)CC1CC1
1 | C[C@@H]1CN([C@@H](C)CO)C(=O)c2cccc(NS(=O)(=O)c3ccc(F)cc3)c2O[C@H]1CN(C)Cc1ccc(C(F)(F)F)cc1
-2 | CCCN(C)C[C@@H]1Oc2cc(C#Cc3ccccc3F)ccc2S(=O)(=O)N([C@H](C)CO)C[C@@H]1C
-3 | COc1ccc(CN(C)C[C@@H]2Oc3ccc(NS(=O)(=O)c4ccc(Cl)cc4)cc3CC(=O)N([C@@H](C)CO)C[C@H]2C)cc1
14 | C[C@@H]1CN([C@H](C)CO)S(=O)(=O)c2ccc(-c3ccc(C(=O)N(C)C)cc3)cc2O[C@H]1CN(C)C(=O)Cc1ccccn1
-2 | C[C@@H]1O[C@@H](Oc2ccc(-c3coc4cc(O[C@@H]5O[C@@H](C)[C@H](O)[C@@H](O)[C@H]5O)cc(O)c4c3=O)cc2)[C@H](O)[C@H](O)[C@H]1O
-4 | Cc1ccc(S(=O)(=O)N(C)C[C@@H]2OCCCC[C@@H](C)Oc3ccc(NS(C)(=O)=O)cc3C(=O)N([C@H](C)CO)C[C@H]2C)cc1
5 | C[C@H]1CN([C@@H](C)CO)C(=O)c2cc(C#Cc3ccccn3)cnc2O[C@@H]1CN(C)CC1CCOCC1
10 | CC(C)NC(=O)Nc1ccc2c(c1)C(=O)N([C@@H](C)CO)C[C@@H](C)[C@H](CN(C)S(C)(=O)=O)O2

(continued)
NSD2 block | SMILES
2 | CC(C)NC(=O)Nc1ccc2c(c1)C(=O)N([C@@H](C)CO)C[C@@H](C)[C@H](CN(C)S(=O)(=O)c1cn(C)cn1)OCCCC[C@H](C)O2
45 | C[C@H]1CCCCO[C@H](CN(C)S(=O)(=O)c2ccc(Cl)cc2)[C@@H](C)CN([C@@H](C)CO)C(=O)c2cc(NC(=O)Nc3ccc4c(c3)OCO4)ccc2O1
5 | c1cc2c3c(c1)c1c(n3CCNC2)CCCC1
1 | C[C@@H]1CN([C@H](C)CO)C(=O)c2cccc(NC(=O)c3ccncc3)c2O[C@H]1CN(C)S(=O)(=O)c1cn(C)cn1
4 | COCCNC(=O)C[C@H]1C[C@@H]2c3cc(NC(=O)Nc4ccccc4)ccc3O[C@@H]2[C@@H](CO)O1
2 | C[C@H]1CN([C@@H](C)CO)C(=O)Cc2cc(NS(C)(=O)=O)ccc2O[C@@H]1CN(C)C(=O)Nc1ccc(C(F)(F)F)cc1
-2 | C[C@H]1CN([C@@H](C)CO)C(=O)c2cccc(NC(=O)C3CC3)c2O[C@@H]1CN(C)S(=O)(=O)c1cccs1
-4 | COc1cccc(-c2cnc3c(c2)C(=O)N([C@@H](C)CO)C[C@H](C)[C@H](CN(C)Cc2ccccc2)O3)c1
-6 | C[C@H]1CN([C@@H](C)CO)C(=O)c2cc(NC(=O)Cc3ccccc3)ccc2O[C@H]1CN(C)S(=O)(=O)c1ccccc1
-4 | CCCN(C)C[C@H]1Oc2cc(C#CCC(C)C)ccc2S(=O)(=O)N([C@@H](C)CO)C[C@H]1C
6 | O=C1c2ccccc2C(=O)N1CC1CCN(Cc2cccc(OCCO)c2)CC1
-2 | C[C@H]1CN([C@@H](C)CO)C(=O)c2cccc(NC(=O)c3nc4ccccc4s3)c2O[C@@H]1CN(C)S(=O)(=O)c1cccs1

Other entries follow:
NSD2 block | SMILES
29 | O=C(Nc1cccc(OCC(=O)N2CCOCC2)c1)C1CCCCC1
0 | COc1cccc(CNC(=O)C[C@H]2C=C[C@H](NC(C)=O)[C@@H](CO)O2)c1
6 | Cc1noc(C)c1NC(=O)N(C)C[C@@H]1Oc2ccc(NC(=O)CCN3CCOCC3)cc2C(=O)N([C@@H](C)CO)C[C@H]1C
0 | C[C@@H]1CN([C@@H](C)CO)C(=O)c2cc(NC(=O)Nc3ccc4c(c3)OCO4)ccc2O[C@@H]1CN(C)Cc1ccncc1
0 | CCC(=O)N(C)C[C@@H]1Oc2cc(C#Cc3cccnc3)ccc2S(=O)(=O)N([C@@H](C)CO)C[C@H]1C
1 | CO[C@@H](CN(C)C(=O)c1cnccn1)[C@H](C)CN([C@@H](C)CO)S(=O)(=O)c1ccc(F)cc1
3 | CC(C)CC#Cc1ccc2c(c1)O[C@H](CN(C)C(=O)NC(C)C)[C@@H](C)CN([C@H](C)CO)S2(=O)=O
5 | Cc1noc(C)c1S(=O)(=O)Nc1ccc2c(c1)CC(=O)N([C@H](C)CO)C[C@H](C)[C@H](CN(C)CC1CCCCC1)O2
-14 | CC(C)NC(=O)Nc1cccc2c1O[C@H](CN(C)S(=O)(=O)c1ccc(Cl)cc1)[C@H](C)CN([C@H](C)CO)C2=O
-2 | C[C@@H]1CCCCO[C@@H](CN(C)Cc2ccc(C(=O)O)cc2)[C@H](C)CN([C@H](C)CO)C(=O)c2cc(NC(=O)Nc3ccc4c(c3)OCO4)ccc2O1
-2 | C[C@H]1CN([C@@H](C)CO)C(=O)c2cccc(NC(=O)Nc3ccc(C(F)(F)F)cc3)c2O[C@@H]1CN(C)Cc1ccc(Oc2ccccc2)cc1
9 | O=C(C1=C[C@@H](c2ccc3c(c2)Cc2ccccc2-3)C[C@@H](OCc2ccc(CO)cc2)O1)N1CCCCC1

The results go on.
NSD2 block | SMILES
-2 | Cc1ccc(S(=O)(=O)N(C)C[C@H]2Oc3ccc(NC(=O)CCC(F)(F)F)cc3CC(=O)N([C@H](C)CO)C[C@@H]2C)cc1
2 | C[C@H](CO)N1C[C@H](C)[C@H](CN(C)C(=O)c2cnccn2)Oc2ncc(-c3cccc(F)c3)cc2C1=O
1 | O=C(C[C@H]1C=C[C@H](NC(=O)Nc2cc(F)ccc2F)[C@@H](CO)O1)NCCCN1CCOCC1
3 | CNC[C@@H]1Oc2cc(C#Cc3ccccc3F)ccc2S(=O)(=O)N([C@@H](C)CO)C[C@H]1C
2 | C[C@@H](O)C#Cc1cnc2c(c1)C(=O)N([C@@H](C)CO)C[C@H](C)[C@@H](CN(C)C(=O)c1ccccc1)O2
23 | C[C@H](CO)N1C[C@H](C)[C@H](CN(C)S(=O)(=O)c2cccs2)Oc2ccc(NC(=O)C3CC3)cc2C1=O
4 | Cc1noc(C)c1S(=O)(=O)N(C)C[C@H]1OCCCC[C@H](C)Oc2ccc(NC(=O)NC(C)C)cc2C(=O)N([C@H](C)CO)C[C@H]1C
-10 | C[C@H](CO)N1C[C@H](C)[C@@H](CN(C)S(=O)(=O)c2cccs2)OCCCC[C@H](C)Oc2ccc(NC(=O)Cc3ccccc3)cc2C1=O
-8 | C[C@H]1CN([C@@H](C)CO)C(=O)Cc2cc(NS(=O)(=O)c3ccc(F)cc3)ccc2O[C@H]1CN(C)Cc1ccc(-c2ccccc2)cc1
1 | C[C@H](CO)N1C[C@H](C)[C@H](CN(C)C)Oc2cc(-c3cccc(C#N)c3)ccc2S1(=O)=O
-4 | C[C@@H]1CN([C@H](C)CO)C(=O)CCCn2cc(nn2)CO[C@H]1CN(C)Cc1ccccc1C(F)(F)F
3 | Cc1nnn(C23CC4CC(CC(C(=O)NC5CCCCCC5)(C4)C2)C3)n1

Remaining list, next part
NSD2 block | SMILES
-1 | C[C@H](CO)N1C[C@H](C)[C@@H](CN(C)C(=O)Nc2ccccc2)Oc2ncc(C3=CCCC3)cc2C1=O
5 | CC(C)NC(=O)N(C)C[C@H]1Oc2ncc(-c3cncnc3)cc2C(=O)N([C@H](C)CO)C[C@H]1C
2 | C[C@H](CO)N1C[C@H](C)[C@@H](CN(C)C(=O)C2CCCCC2)OCCCC[C@H](C)Oc2ccc(NC(=O)Nc3ccc4c(c3)OCO4)cc2C1=O
-8 | C[C@H](CO)N1C[C@H](C)[C@@H](CN(C)Cc2cccnc2)Oc2ncc(-c3ccc(C#N)cc3)cc2C1=O
-4 | C[C@H]1CN([C@@H](C)CO)C(=O)Cc2cc(NC(=O)CCC(F)(F)F)ccc2O[C@H]1CN(C)Cc1ccc2c(c1)OCO2
1 | CNC[C@@H]1Oc2c(NC(=O)Nc3ccc4c(c3)OCO4)cccc2C(=O)N([C@@H](C)CO)C[C@@H]1C
-10 | CC(C)NC(=O)N(C)C[C@H]1OCCCC[C@H](C)Oc2ccc(NC(=O)Nc3ccc(C(F)(F)F)cc3)cc2C(=O)N([C@H](C)CO)C[C@@H]1C
1 | C[C@@H]1CCCCO[C@H](CN(C)C(=O)CCC(F)(F)F)[C@H](C)CN([C@H](C)CO)C(=O)c2cc(NC(=O)Cc3ccccc3)ccc2O1
-5 | C[C@H](CO)N1C[C@H](C)[C@H](CN(C)Cc2ccc3c(c2)OCO3)Oc2ccc(NC(=O)Cc3ccccc3)cc2CC1=O
